# TRPC6 inh = blocks the mouse TRPC6 cation channel. HEK293-TRPC6, membrane potential dye, ACh-evoked depolarization; stronger effect = lower value. B-score at 10 µM. 310,000 tested, 1.1% active;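 active = B-score under library mean minus 3 SD, initial fluorescence not abnormally high, positive integrated signal ratio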;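 also: B-score derived from integrated fluorescence ratio over the kinetic read; more negative B-score means stronger inhibition of depolarization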
# TMEM16A act = activates or potentiates the mouse TMEM16A chloride channel; AID 623877; HEK293 TMEM16A/YFP-H148Q/I152L, iodide quench fluorescence; stronger effect = lower value; Q8BHY3; B-score at 10 µM; 340,000 tested, 0.3% active;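 active = fluorescence-ratio B-score plate-corrected deviation score at least 3 library SD below zero, with starting fluorescence score within 5 deviations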;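 also: channel opened by trigger with iodide after compound preincubation; score built on the fluorescence ratio of max minus min over baseline; more negative score means more quench and so TMEM16A activation or potentiation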
# TRPC4 potent = allosteric potentiators of mouse TRPC4 channel; 310,000 tested, 0.42% active; AID 2227; B-score at 10 µM; HEK293 TRPC4beta/mu-opioid, DAMGO EC20, Fluo-4 Ca2+ flux; stronger effect = higher value; Q9QUQ5;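 active = B-score of calcium response area above 5 SD of library B-scores, with initial fluorescence ratio within 5 SD of library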;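 also: B-score of integrated fluorescence ratio over time as area under calcium response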
# TRPC6 activator = mouse TRPC6 channel activation. Q61143. HEK293-TRPC6 membrane potential dye fluorescence; stronger effect = higher value. B-score at 10 µM. 310,000 tested, 0.13% active. AID 2550;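 active = B-score of the integrated fluorescence ratio above library mean plus 3 SD, and starting fluorescence ratio within library mean plus 5 SD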;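 also: higher score means more depolarization so channel activation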
# MrgX1 antagonist = antagonists of human MrgX1 receptor; MRGX1-HEK293 calcium flux, Fluo-4, BAM8-22 antagonism; stronger effect = lower value; B-score at 10 µM; 310,000 tested, 1.3% active; AID 588676;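 active = calcium-response B-score plate-corrected more than 3 library SD below zero, starting fluorescence within 5 deviations, no agonist response on first addition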;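 also: peak minus trough fluorescence over baseline after final BAM8-22 challenge near maximal dose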
# Target sequence (Q96LB2 whole entry, looked up): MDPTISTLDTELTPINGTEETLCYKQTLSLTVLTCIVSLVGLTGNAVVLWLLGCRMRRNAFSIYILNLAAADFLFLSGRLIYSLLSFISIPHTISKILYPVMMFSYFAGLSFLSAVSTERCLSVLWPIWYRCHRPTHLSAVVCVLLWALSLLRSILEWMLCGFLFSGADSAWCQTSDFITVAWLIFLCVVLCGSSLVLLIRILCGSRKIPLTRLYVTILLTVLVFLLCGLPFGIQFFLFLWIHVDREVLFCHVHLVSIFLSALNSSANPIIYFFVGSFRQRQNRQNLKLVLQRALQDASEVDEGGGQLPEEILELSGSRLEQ
# TMEM16A inh = mouse TMEM16A channel inhibition, primary screen; AID 588511; HEK293 TMEM16A/YFP iodide influx fluorescence, ionomycin; 310,000 tested, 1.2% active; normalized B-score (activity score, 25-100; higher = stronger inhibition) at 10 µM;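 active = ratio plate-corrected score three or more library SD toward inhibition, starting fluorescence score within five deviations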;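 also: score derived from kinetic fluorescence span divided by baseline fluorescence per well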
# TRPC4 inh = blocks the mouse TRPC4 cation channel; HEK293 TRPC4beta/mu-opioid, DAMGO-evoked Fluo4 calcium flux; stronger effect = lower value; B-score at 10 µM; 300,000 tested, 0.39% active;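 active = B-score over 3 SD under the library average, no early fluorescence shift, positive overall ratio signal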
#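 test system = HEK293 cells with stable TRPC4beta plus mu-opioid receptor expression | detection = Fluo4 Ca2+ flux fluorescence | read-out = integrated fluorescence ratio relative to baseline, converted to per-well B score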
# MrgX1 agonist = human MrgX1 receptor agonism, primary screen | AID 588627 | MrgX1-HEK293 cells, Fluo-4 calcium fluorescence, agonist mode; stronger effect = higher value | Q96LB2 | 310,000 tested, 0.44% active | B-score at 10 µM;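 active = calcium response B-score plate-corrected fluorescence ratio at least 3 library SD, with starting fluorescence B-score inside 5 SD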
#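 Assay system: MrgX1-expressing HEK293 cells / Amount: fifteen thousand cells per well / Doses: test compound in the initial addition of three / Timing: cells plated overnight, dye loaded 0.5 h 37 °C, 0.5 h room temperature / Technique: kinetic calcium dye fluorescence, Fluo-4 NW / Control set: positive and negative controls per plate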
# SKKanGAS inh = blocks kanamycin growth of S. pyogenes SKKanGAS strain; inhibition, % at 7.5 µM; BacTiter-Glo, 6 h; AID 1662; 300,000 tested, 1.3% active;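 active = mean replicate score, as percent of positive control median, at least 50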;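 also: strain carries kanamycin resistance gene driven by streptokinase promoter and grows in 40 µg/ml kanamycin; loss of luminescence reflects streptokinase promoter inhibition or plain growth inhibition; 0% = median of DMSO wells and 100% = positive control at its reference dose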
# TRPC4 act = opens the mouse TRPC4 cation channel | HEK293 TRPC4beta/mu-opioid, Fluo4 calcium fluorescence; stronger effect = higher value | AID 2237 | 310,000 tested, 0.49% active | B-score at 10 µM;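 active = B-score above 5 SD of library B-scores, and initial fluorescence ratio not above library mean plus 5 SD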;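 also: positive B-score marks a calcium rise read as TRPC4 activation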
#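 Test system: HEK293 cells stably co-expressing mouse TRPC4beta and mu-opioid receptor | Schedule: Fluo4 dye loading 45 min at room temperature, 110 s recording | Measured by: Kinetic Fluo4 calcium fluorescence, 5 s baseline at 1 Hz | Evaluation: B score of integrated ratio | Controls: Buffer (low) and maximal DAMGO (high)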
# MrgX1 allo act = allosterically activates human MrgX1 receptor signaling; 310,000 tested, 0.63% active; MrgX1-HEK293, Fluo-4 calcium flux, FDSS; stronger effect = higher value; AID 588675; B-score at 10 µM;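 active = plate-corrected calcium response at least 3 library SD above typical, normal starting fluorescence, not activating the receptor alone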;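 also: compound read alongside a low EC10 to EC30 dose of BAM8-22 agonist; peak minus trough fluorescence over baseline measured at the second addition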
# The depositor's hits bear a star; i = inactive; . = no result given.
# The line under a structure holds: MrgX1 antagonist | TRPC4 inh | SKKanGAS inh | TRPC4 act | TRPC4 potent | MrgX1 allo act | TMEM16A act | TRPC6 inh | TMEM16A inh | MrgX1 agonist | TRPC6 activator
- CCc1ccc(OCC(=O)N/N=C2\CC(=O)c3ccccc32)cc1
→ i | i | 19 | i | i | i | i | i | i | i | i
- O=[N+]([O-])c1ccc(N2CCSCC2)cc1
→ i | i | 6 | i | i | i | i | i | i | i | i
- COc1cc(/C=N/Nc2nn3cnnc3c3ccccc23)cc(OC)c1OC
→ i | i | -2 | i | i | i | i | i | i | i | i
- Cc1cc(NC(=O)CN2C(=O)c3ccccc3C2=O)no1
→ i | i | 50* | i | i | i | i | i | i | i | i
- CC(C)CCN1CCN(Cc2ccc(Oc3ncccn3)cc2)CC1CCO (stereo not given)
→ i | i | 9 | i | i | i | i | i | i | i | i
- Cc1cc(C)c2nc(-c3cccc(Cl)c3)c(C)c(C(=O)N3CCOCC3)c2c1
→ i | i | -1 | i | i | i | i | i | i | i | i
- CC(=O)Nc1nn(C)c2nc(C)cc(C)c12
→ i | i | -1 | i | i | i | i | i | i | i | i
- Cc1onc(-c2ccccc2)c1C(=O)Nc1cccc(C#N)c1
→ i | i | 2 | i | i | i | i | i | i | i | i
- O=C(Nc1cccc(C(F)(F)F)c1)C1C2CC3OC(=O)C1C3C2 (stereo not given)
→ i | i | 0 | i | i | i | i | i | i | i | i
- COc1ccc(-c2c(C(F)(F)F)nn(C)c2NC(=O)CSCC(=O)O)cc1
→ i | i | 1 | i | i | i | i | i | i | i | i
- O=[S@]1Oc2ccccc2-c2ccccc21
→ i | i | 1 | i | i | i | i | i | i | i | i
- NS(=O)(=O)c1cccc(NC(=O)c2cccnc2Oc2ccccc2)c1
→ i | i | -1 | i | i | i | i | i | i | i | i
- CCNS(=O)(=O)c1ccc(NC(=O)c2ccccc2SCCOC)cc1
→ i | i | -4 | i | i | i | i | i | i | i | i
- COc1cc(/C=N/Nc2ccccn2)cc(OC)c1O
→ i | i | -18 | i | i | i | i | i | i | i | i
- O=C(NN=C1CCCC1)c1[nH]c2ccc(Br)cc2c1-c1ccccc1
→ i | i | 19 | i | i | i | i | i | i | i | i
- COc1ccc(CNC(=O)c2cc(=O)c3cc(C)cc(C)c3o2)cc1
→ i | i | 6 | i | i | i | i | i | i | i | i
- O=C(NC1CCCC1)C(c1ccc(Cl)cc1)N(Cc1ccc(F)cc1)C(=O)CCl (stereo not given)
→ i | i | -9 | i | i | i | i | i | i | i | i
- COc1cc(/C=C(\C#N)C(=O)Nc2cc(C(F)(F)F)ccc2Cl)ccc1OCC(=O)Nc1cccc(C(F)(F)F)c1
→ i | i | 0 | i | i | i | i | i | i | i | i
- CCCN(CC1CC1)c1nc(N)c(C#N)c(CC#N)c1C#N
→ i | i | 0 | i | i | i | i | i | i | i | i
- CCOc1ccc(S(=O)(=O)N(C)C2CCCCC2)cc1
→ i | i | 47 | i | i | i | i | i | i | i | i
- CCOc1ccccc1OCCOCCN1CCN(Cc2ccccc2)CC1
→ i | i | -12 | i | i | i | i | i | i | i | i
- COc1ccc(CCNC(=O)C(=O)NCC2OCCN2S(=O)(=O)c2ccc(OC)c(C)c2)cc1 (stereo not given)
→ i | i | -7 | i | i | i | i | i | i | i | i
- Cc1sc2nc(CN3CCN(c4ccc(O)cc4)CC3)[nH]c(=O)c2c1C
→ i | i | 3 | i | i | i | i | i | i | i | i
- COc1ccc(OC)c(-c2csc(NC(=O)Cc3ccc(F)cc3)n2)c1
→ i | i | 18 | i | i | i | i | i | i | i | i
- Cc1c(C(=O)Nc2ccc(F)c(F)c2)oc2ccc(S(=O)(=O)N3CCCCC3)cc12
→ i | i | -2 | i | i | i | i | i | i | i | i
- OC(CCCCN1CCCCC1)c1ccccc1 (stereo not given)
→ i | i | 0 | i | i | i | i | i | i | i | i
- CCCc1nnc(SCC(=O)O)n1/N=C/c1ccc2c(c1)OCO2
→ i | i | 3 | i | i | i | i | i | i | i | i
- Cc1ccc(C(=O)C2COC(=O)C2)cc1 (stereo not given)
→ i | i | -1 | i | i | i | i | i | i | i | i
- COc1cc(C(=O)NCc2ccc3c(c2)OCO3)ccc1OCc1c(C)noc1C
→ i | i | -2 | i | i | i | i | i | i | i | i
- CC1CCC(N2CC(=O)N(Cc3ccc4c(c3)OCO4)C(c3ccc(F)cc3)C2=O)CC1 (stereo not given)
→ i | i | 3 | i | i | i | i | i | i | i | i
- Cc1cc(O)c2c(CN3CCN(Cc4ccccc4)CC3)cc(=O)oc2c1
→ i | i | 0 | i | i | i | i | i | i | i | i
- Cc1ccc(S(=O)(=O)N2CCCC(C(=O)N(Cc3cccs3)C3CC3)C2)cc1 (stereo not given)
→ i | i | -5 | i | i | i | i | i | i | i | i
- Cn1c(N)c(C(=O)/C=C/c2ccccc2)c(=O)[nH]c1=O
→ i | i | 8 | i | i | i | i | i | i | i | i
- CCOC(=O)C1CCCN(c2c(C(=O)c3ccccc3)cnc3ccccc23)C1 (stereo not given)
→ i | i | . | i | i | i | i | i | i | i | i
- Clc1nc(CN2CCOCC2)nc2sc3c(c12)CCC3
→ i | i | -6 | i | i | i | i | i | i | i | i
- O=C(Nc1ccc(Cl)cc1)OCCn1nnnc1C(c1ccccc1Cl)N1CCOCC1 (stereo not given)
→ i | i | -11 | i | i | i | i | i | i | i | i
- CCOC(=O)C1=C(c2ccccc2)NC(N)=NC1c1ccc(OCc2ccc(C(=O)OC)cc2)cc1 (stereo not given)
→ i | i | 10 | i | i | i | i | i | i | i | i
- CC(C)(C)c1ccc(-c2n[nH]c(=S)n2C2CCCC2)cc1
→ i | i | 0 | i | i | i | i | i | i | i | i
- O=C(c1ccc(Cl)c(Cl)c1)N1CCC(=O)N(C(CO)Cc2ccccc2)CC1 (stereo not given)
→ i | i | -2 | i | i | i | i | i | i | i | i
- Cc1ccc2nc(N/C(N)=N/S(=O)(=O)c3ccc([N+](=O)[O-])cc3)nc(C)c2c1
→ i | i | 3 | i | i | i | i | i | i | i | i
- O=C(CCc1nc2ccccc2c(=O)[nH]1)N1CCN(S(=O)(=O)c2ccc(Cl)c(C(F)(F)F)c2)CC1
→ i | i | 6 | i | i | i | i | i | i | i | i
- O=c1o[nH]c(-c2ccccc2)c1C=Nc1ccc(Cl)cc1
→ i | i | -10 | i | i | i | i | i | i | i | i
- O=C(NNc1cccc(Cl)c1)c1cccnc1Cl
→ i | i | 0 | i | i | i | i | i | i | i | i
- S=C1NCCc2ccc(Cl)cc2C1c1ccccc1Cl (stereo not given)
→ i | i | 0 | i | i | i | i | i | i | i | i
- COc1ccccc1NC(=O)Cc1noc(CSc2nnc(N)s2)n1
→ -7.7* | i | 3 | i | i | i | i | i | i | i | i
- CC1=C(C(=O)Nc2cccc([N+](=O)[O-])c2)C2(CCC(C)CC2)OC1=O (stereo not given)
→ i | i | 3 | i | i | i | i | i | i | i | i
- CN(CCOC(=O)/C=C/c1ccco1)Cc1ccccc1
→ i | i | . | i | i | i | i | i | i | i | i
- c1cnc(Nc2nc(-c3ccc4ccccc4c3)cs2)nc1
→ i | i | -8 | i | i | i | i | i | i | i | i
- O=c1c2cc3c(nc2[nH]c(=S)n1-c1ccccc1)CCCC3
→ i | i | -1 | i | i | i | i | i | i | i | i
- COc1ccc(/C=C/C(=O)c2ccccc2)c(OC)c1
→ i | i | -12 | i | i | i | i | i | i | i | i
- Cc1cccc(C)c1NC(=O)CNC(=O)c1cccnc1
→ i | i | -2 | i | i | i | i | i | i | i | i
- c1ccc(-n2ncc3cccnc32)cc1
→ i | i | -1 | i | i | i | i | i | i | i | i
- Cc1cc(=O)[nH]c(SC(C(=O)O)c2ccccc2)n1 (stereo not given)
→ i | i | -1 | i | i | i | i | i | i | i | i
- O=C(CSc1nc2ccccc2s1)NC1CCS(=O)(=O)C1 (stereo not given)
→ i | i | -6 | i | i | i | i | i | i | i | i
- Cc1ccc(CS(=O)(=O)CCC(=O)N2CCOCC2)cc1
→ i | i | -1 | i | i | i | i | i | i | i | i
- COC(=O)C(Cc1ccc(O)cc1)NC(=O)C(C)Oc1ccccc1 (stereo not given)
→ i | i | -5 | i | i | i | i | i | i | i | i
- COc1cc(OC)c(C2=NOC(C(=O)NCc3cccnc3)C2)cc1Cl (stereo not given)
→ i | i | 1 | i | i | i | i | i | i | i | i
- COc1cccc(N(CC(=O)NCCSCc2ccc(C)cc2)S(C)(=O)=O)c1
→ i | i | -2 | i | i | i | i | i | i | i | i
- O=C(CN1C(=O)C2C3C=CC(C3)C2C1=O)N1CCc2ccccc2C1 (stereo not given)
→ i | i | -4 | i | i | i | i | i | i | i | i
- Cc1ccc(S(=O)(=O)N(C)S(=O)(=O)c2ccc(C#N)cc2)cc1
→ i | i | 5 | i | i | i | . | i | i | i | i

# More compounds follow.
# The line under a structure holds: MrgX1 antagonist | TRPC4 inh | SKKanGAS inh | TRPC4 act | TRPC4 potent | MrgX1 allo act | TMEM16A act | TRPC6 inh | TMEM16A inh | MrgX1 agonist | TRPC6 activator
- NNc1nc(Nc2ccccc2)nc(Nc2ccccc2)n1
→ i | i | 52* | i | i | i | i | i | i | i | i
- Cc1cc(C)cc(NC(=O)C2CC(=O)n3ncnc3N2)c1 (stereo not given)
→ i | i | -2 | i | i | i | i | i | i | i | i
- C=C1CSc2nc(=O)c3c(C)c(C)sc3n21
→ . | i | 3 | i | i | . | i | i | . | . | i
- COc1ccc2c(c1)c1nc3ccccc3nc1n2Cc1ccc(OC)c(OC)c1
→ i | i | -3 | i | i | i | i | i | i | i | i
- Cn1c2ccccc2c(=O)c2cc(C#CC3(O)CCCCC3)ccc21
→ i | i | 22 | i | i | i | i | i | i | i | i
- CCN(c1ccccc1)S(=O)(=O)c1ccc(Cl)c(NC(=O)COC(=O)c2ccc(Cl)c(N)c2)c1
→ i | i | 18 | i | i | i | i | i | i | i | i
- O=C(Nc1ccn(Cc2ccccc2F)n1)c1ccc(COc2ccc(Cl)cc2Cl)o1
→ i | i | 34 | i | i | i | i | i | i | i | i
